ABCB6 inh 2: blocks the human ABCB6 transporter; Q9NP58; K562-ABCB6 porphyrin accumulation, flow cytometry, 1 h; active compounds read low; fluorescence ratio to DMSO, % at 10 µM; hit rate 0.19% among 360,000;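 active = fluorescence ratio to DMSO below 75%, the collection mean minus 3 SD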;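 note: signal is porphyrin accumulated inside mitochondria; 100% equals median channel fluorescence of DMSO control wells; lower ratio means ABCB6 inhibition with less porphyrin fluorescence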
H9c2 protect: myocardial damage modulation in H9c2 cells. hit rate 0.63% among 360,000. protection from H2O2 cell death, % at 20 µM. AID 588492. H9c2 cardiomyocytes, H2O2 injury protection, ATPLite, 2 h;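 active = compounds giving at least 50% protection of heart cells from peroxide-induced death in the single-dose screen, raw or plate-pattern-corrected value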;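 note: 0% = DMSO wells with peroxide and 100% = DMSO wells without peroxide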
MC4R antagonist: blocks human MC4R cAMP signaling | hit rate 0.48% among 360,000 | P32245 | MC4R-expressing cells, MTII-stimulated cAMP, LANCE TR-FRET | inhibition, % at 6.5 µM;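 active = inhibition above its plate's cutoff, the mean of tested wells on that plate plus 3 SD, cut at about 29% in these data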;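 note: 0% = Melanotan II alone and 100% = Melanotan II plus saturating MCL0020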
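System: U2OS cells stably expressing human melanocortin 4 receptor (MC4R). Reagent: Melanotan II challenge after compound preincubation. Doses: 6.5 µM. Times: 30-min compound, 1-h challenge, 1-h detection, room temperature. Measured by: TR-FRET with Eu-cAMP and labeled anti-cAMP, 671 nm. Replicates: singlicate.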
HTR2A ag: agonists of mouse serotonin 5-HT2A receptor (HTR2A) | P35363 | CHO-K1 mHTR2A beta-arrestin complementation, luminescence; percent of 30 µM serotonin response | activation, % at 7.6 µM | hit rate 0.66% among 360,000;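 active = activation above a run cutoff, the mean activation of all tested compounds plus 3 SD, cut at about 14% in these data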;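 note: 0% = plate median of compound wells and 100% = 30 µM serotonin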
Glyco luc inh: N-linked glycosylation inhibition; D54 ERlucT glycosylation luciferase reporter, 24 h; percent of 100 nM tunicamycin response; reporter increase, % at 12.5 µM; hit rate 0.23% among 360,000;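 active = mean luciferase reporter signal, scaled so untreated is 0 and the glycosylation-blocking control 100, at or above a set limit in every replicate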;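 note: luciferase carries N-glycosylation sites so blocking glycosylation raises the light; 0% = median of neutral control wells and 100% = median of 100 nM tunicamycin wells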
MC4R ag barr: activates human MC4R beta-arrestin recruitment; hit rate 0.98% among 360,000; U2OS MC4R beta-arrestin complementation, luminescence; percent of melanotan II response, DMSO zero; activation, % at 8.9 µM;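 active = activation above a per-plate cutoff, the mean activation of sample wells on that plate plus 3 SD, cut at about 8% in these data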
CaV13 ICDI inh: Primary screen for inhibitors of IQ motif and Ca2+-dependent inactivation inhibitor domain binding in CACNA1D, Förster resonance energy transfer in living cells, …. HEK cells, CFP/YFP FRET ICDI-IQ, plate reader, 10 min; percent FRET-ratio fall versus neutral wells. inhibition, % at 12.3 µM. hit rate 0.098% among 340,000. AID 743397;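 active = mean replicate inhibition of at least 30% and at least 1% of replicates passing that level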;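 note: 0% = median of the neutral control wells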
ABHD5-PLIN5 inh: inhibitors of human ABHD5-perilipin-5 interaction; Q00G26+Q8WTS1; Split G. princeps luciferase complementation, luminescence, 4 h; inhibition, % at 4 µM; hit rate 0.78% among 360,000;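 active = inhibition above the mean inhibition across every tested compound plus 3 SD, cut at about 22% in these data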;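 note: 0% = DMSO only wells and the 100% control is not disclosed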
Target sequence (Q00G26 whole entry, looked up): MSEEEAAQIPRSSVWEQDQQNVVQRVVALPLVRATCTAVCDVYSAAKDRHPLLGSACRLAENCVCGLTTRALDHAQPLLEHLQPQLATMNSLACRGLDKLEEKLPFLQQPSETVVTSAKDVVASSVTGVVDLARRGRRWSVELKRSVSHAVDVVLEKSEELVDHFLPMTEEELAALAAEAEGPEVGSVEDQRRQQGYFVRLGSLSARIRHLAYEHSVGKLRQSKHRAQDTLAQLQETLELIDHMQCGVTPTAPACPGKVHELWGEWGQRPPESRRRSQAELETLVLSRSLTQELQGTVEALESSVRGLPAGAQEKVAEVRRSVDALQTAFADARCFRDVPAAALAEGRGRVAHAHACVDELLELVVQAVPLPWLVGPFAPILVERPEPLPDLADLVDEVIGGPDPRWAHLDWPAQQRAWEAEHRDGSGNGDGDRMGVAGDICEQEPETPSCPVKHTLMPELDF
Target sequence (Q8WTS1 whole entry, looked up): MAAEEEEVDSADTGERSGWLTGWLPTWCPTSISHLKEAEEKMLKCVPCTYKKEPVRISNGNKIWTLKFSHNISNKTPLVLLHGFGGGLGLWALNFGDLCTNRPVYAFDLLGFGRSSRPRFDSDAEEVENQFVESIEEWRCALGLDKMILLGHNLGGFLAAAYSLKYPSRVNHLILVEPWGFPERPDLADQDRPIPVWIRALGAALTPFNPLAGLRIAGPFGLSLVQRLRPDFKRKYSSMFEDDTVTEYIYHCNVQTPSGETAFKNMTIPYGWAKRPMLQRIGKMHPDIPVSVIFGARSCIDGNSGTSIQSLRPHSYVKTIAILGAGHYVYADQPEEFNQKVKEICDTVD
Granule exo inh: lytic granule exocytosis inhibition | TALL-104 LAMP-1 surface exposure, flow cytometry; cells stimulated with thapsigargin and PMA | inhibition, % at 10 µM | hit rate 0.66% among 360,000 | AID 651702;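 active = inhibition above about 55%, limit read from the data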
PDI turbidity: blocks human protein disulfide isomerase activity. P07237. PDI insulin aggregation turbidity, A650, 90 min. inhibition, % at 10 µM. hit rate 0.052% among 350,000;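 active = mean inhibition across replicates of 30% or more, whatever share of single replicates reach that level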;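 note: absorbance from insulin aggregation driven by PDI reduction with DTT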
The depositor's hits bear a star; . = not tested or not shown.

Every second line gives: ABHD5-PLIN5 inh	MC4R ag barr	HTR2A ag	MC4R antagonist	CaV13 ICDI inh	PDI turbidity	H9c2 protect	Glyco luc inh	ABCB6 inh 2	Granule exo inh
#1 O=C1C=C(NCCOC23CC4CC(CC(C4)C2)C3)C2(CCCCC2)O1
 : -9	-0.7	-4	1	3	-2	-7	-1	103	-2
#2 Cc1ccccc1OCCOc1cccc(/C=N/NC(=O)Cc2nnc(N)s2)c1
 : -2	-1.4	-4	13	.	-6	-24	-6	96	-1
#3 Cc1ccc(N2CC(C(=O)NC3CC3)CC2=O)cc1 (stereo unspecified)
 : 4	-1.0	2	-4	-7	9	-2	2	96	-8
#4 Cc1cc(C)c(NC(=O)CN2C(=O)NC3(CCOc4ccccc43)C2=O)c(C)c1 (stereo unspecified)
 : 1	-1.2	-2	9	1	-3	14	-3	88	-2
#5 Cc1ccc(-c2[nH]c3ccccc3c2SCCNC(=O)c2ccc(S(=O)(=O)N3CCOCC3)cc2)cc1
 : -5	-0.7	0	7	-6	.	-11	-3	96	4
#6 Cc1cc(C)cc(-n2nnc(C(=O)NCc3ccc(Cl)cc3)c2N)c1
 : 2	1.5	0	-1	-5	0	-21	.	91	-1
#7 CCOC(=O)C(CC)Sc1nc2c(c(=O)[nH]c(=O)n2C)n1CCc1ccccc1 (stereo unspecified)
 : 1	-1.5	4	0	.	-12	5	0	101	1
#8 CC(=O)c1cc2c(cc1NC(=O)C1CCC1)OCO2
 : -2	1.8	1	6	-2	-2	1	1	103	3
#9 Oc1[nH]c2ccc(Br)cc2c1N=Nc1ccc(C(F)(F)F)cn1
 : 0	-4.2	-2	2	1	-37	7	-2	111	2
#10 C=CCOc1ccccc1CNn1nnnc1N
 : 7	-3.1	4	5	-8	5	2	1	103	0
#11 CCOc1ccc(C(C)=O)cc1COC(=O)CNC(=O)c1cccs1
 : 2	-1.2	3	13	-17	8	2	4	93	-5
#12 Cn1c(=O)cc(OCCCC(=O)NCCCN2CCN(Cc3ccccc3)CC2)c2ccccc21
 : 8	0.6	-5	1	-4	3	5	12	98	-3
#13 COc1ccc(CCNC(=O)C2CCCN2S(=O)(=O)c2ccc(F)cc2)cc1OC (stereo unspecified)
 : 2	0.0	8	-2	-3	-4	1	6	98	0
#14 COc1ccccc1NS(=O)(=O)c1cc(NC(=O)c2cc(=O)[nH]c3ccccc23)ccc1N1CCOCC1
 : 3	-1.7	-3	-5	-5	-1	20	-2	98	-1
#15 Nc1ccc2c(c1)Cc1cc(N)c(Cl)cc1-2
 : 9	0.7	6	-18	-8	17	1	-6	99	-1
#16 CCOC(=O)Cn1c(=O)c2c(nc3n2CCCCN3c2ccc(C)cc2)n(C)c1=O
 : 2	1.7	-2	-2	-4	7	11	2	96	1
#17 COCCCNC(=O)c1nc2c(nnn2Cc2cc(C)ccc2C)c(=O)[nH]1
 : -1	-1.2	1	2	-7	1	0	0	92	-2
#18 Cc1nn(CC(=O)NNC(=S)Nc2ccccc2)c(C)c1[N+](=O)[O-]
 : -5	-1.8	2	2	-7	1	-2	1	96	-3
#19 Oc1ccc(CNc2ccccc2)c2cccnc12
 : 6	-1.4	-2	3	.	1	33	-1	90	2
#20 O=C(CN1CCN(Cc2ccccc2)CC1)Nc1ccc([N+](=O)[O-])cc1C(=O)Nc1ccccc1F
 : 9	2.4	3	27	-5	2	51*	-7	99	36
#21 CCCCC[C@H]1CN(Cc2ccccc2)C(=O)[C@@H]1CC(=O)NCc1ccc(OC)cc1
 : 2	1.5	4	7	-13	-1	-12	0	103	-2
#22 CCc1nnc(NC(=O)c2ccc(OC)cc2)s1
 : 1	-2.4	-1	9	-7	-3	-5	0	95	-5
#23 COCc1nc2sc3c(c2c(=O)[nH]1)CCCC3
 : -5	3.9	-1	16	-2	-3	14	-1	102	-14
#24 Cc1ccc(S(=O)(=O)N(C)CC(=O)OCC(=O)c2ccc3c(c2)NC(=O)CO3)cc1
 : 9	-2.2	-1	16	-8	-11	-4	2	101	-1
#25 CSc1nnc(CNC(=O)C23CC4CC(CC(C4)C2)C3)n1Cc1ccccc1
 : -5	-1.3	-2	12	-5	4	-2	1	97	9
#26 CCCCCCCCCCCC(=O)N/N=C/c1ccco1
 : 0	1.4	1	0	-4	11	-13	2	98	2
#27 CC1CCCC(NC(=O)COC(=O)Cc2cn3ccsc3n2)C1C (stereo unspecified)
 : 0	2.0	-6	4	-5	4	7	0	91	2
#28 COCCN=c1scc(-c2ccco2)n1/N=C/c1ccc(O)c(O)c1O
 : 2	-2.4	28*	-8	3	-11	23	-2	100	2
#29 O=C(O)c1ccc(C=NN2CCCCCC2)cc1
 : -6	-1.3	6	13	-6	4	-3	-5	104	4
#30 COc1ccc(C2=NCCc3cc(OC)c(OC)cc32)cc1OC
 : 0	-1.4	-2	5	-6	8	-2	-2	104	-1
#31 COC(=O)c1cc(S(=O)(=O)Nc2cc(OC)cc(OC)c2)c[nH]1
 : -2	-1.5	2	-5	-16	2	-6	3	96	-2
#32 Cc1cc(C)cc(N(CC(=O)NC2CCCCC2)C(=O)c2csnn2)c1
 : 0	1.9	2	13	-6	10	-1	-1	101	-8
#33 COC(=O)C1=C(C)Nc2ncnn2C1c1ccc(OCc2ccccc2)cc1 (stereo unspecified)
 : -4	1.8	0	6	.	-1	0	3	98	-2
#34 CCOc1cc(-c2noc(-c3cccnc3)n2)ccc1OC
 : -5	-3.0	0	-2	-5	1	19	0	98	-1
#35 CN(C)CCNC(=O)C1Cc2c(-c3ccccc3Oc3ccccc3)ccnc2O1 (stereo unspecified)
 : 4	-0.5	-6	5	-8	1	9	-3	106	6
#36 COc1ccc(OC)c(-c2nc(CN3CCCCC3c3cccnc3)c(C)o2)c1 (stereo unspecified)
 : 4	-1.8	6	4	-4	-1	4	1	97	1
#37 Cc1cc2nnn(-c3nnc(-c4ccccc4)c4ccccc34)c2cc1C
 : -2	-1.9	0	-1	-4	-4	42	2	88	2
#38 O=C1CCCC/C1=C\Nc1ccc(O)cc1
 : -20	1.8	2	3	-8	5	-1	1	97	3
#39 O=C(NC1CCCC1)c1ccc([N+](=O)[O-])s1
 : 4	-3.0	1	2	6	0	2	2	90	4
#40 COC(=O)c1ccccc1NC(=O)C(=O)NCc1ccncc1
 : 6	-0.8	3	8	-5	7	1	1	102	-1
#41 COCCN(C(=O)c1ccc(N(C)S(=O)(=O)c2ccc(C)cc2)cc1)c1c(N)n(CC(C)C)c(=O)[nH]c1=O
 : -4	0.4	2	3	-14	0	0	4	98	-3
#42 Cc1cccc(OCCCC(=O)Nc2ccc(S(=O)(=O)Nc3onc(C)c3C)cc2)c1C
 : 0	0.7	-1	3	-5	3	16	-1	101	0
#43 O=C(c1ccc(S(=O)(=O)N2CCOCC2)cc1)N(Cc1ccco1)Cc1cccs1
 : 11	-1.2	-3	7	-4	5	-14	-1	86	0
#44 Cc1cc(C(=O)N/N=C/c2ccc(O)c([N+](=O)[O-])c2)c(C)n1-c1ccc(F)cc1
 : -6	-1.1	-2	5	-7	-18	-10	-3	96	-4
#45 CC(C)OCCCNC(=O)Cn1nc(-c2ccccc2)ccc1=O
 : 7	-0.5	-3	10	.	-1	6	3	101	-2
#46 CCOC(=O)COc1nc(OC)nc(N2CCOCC2)n1
 : -3	-1.0	1	-2	-6	2	5	2	88	1
#47 Cc1c(Cl)cccc1NC(=S)NCC(C)C
 : -3	-0.1	-3	-3	-19	-3	-6	-2	104	-2
#48 Cc1cccc(OCC(=O)NNC(=O)C2CCN(c3ncnc4sc(C)c(C)c34)CC2)c1
 : 0	-2.8	8	3	-2	0	-3	0	93	6
#49 COc1cccc(-n2c(Cn3nc(C(F)(F)F)cc3C)n[nH]c2=S)c1
 : 0	-1.8	3	13	-19	-1	0	3	103	4
#50 CCOC(=O)CSc1nc2c(sc(=S)n2Cc2ccco2)c(=O)n1-c1ccc(F)cc1
 : 4	1.6	-7	9	-10	-12	1	0	109	20
#51 CC(=O)C1=C(O)C(=O)N(CCN2CCOCC2)C1c1ccc(N(C)C)cc1 (stereo unspecified)
 : -6	-2.0	0	0	0	3	-10	1	107	0
#52 COc1ccc(CC(=O)N2N=C(C)CC2(O)c2cccnc2)cc1 (stereo unspecified)
 : -1	1.1	-1	4	.	-5	1	-1	99	-2
#53 Cc1noc(C)c1COC(=O)c1ccc(F)c(S(=O)(=O)N2CCOCC2)c1
 : -4	-2.6	1	0	-3	-5	-7	0	90	17
#54 O=C(/C=C/c1ccncc1)c1cc(Cl)ccc1O
 : 6	0.1	-2	4	-3	-6	-1	1	120	5
#55 COc1ccc(OC)c(-c2cc(C(=O)N3CCN(c4ncccn4)CC3)c3ccccc3n2)c1
 : 6	1.4	2	4	.	-1	27	-4	99	5
#56 CC1CCN(S(=O)(=O)c2ccc(N/N=C(/C#N)C(N)=O)cc2)CC1
 : -1	-1.6	8	2	-2	-6	-7	-1	99	1
#57 CC(C)c1ccc(N=C(N)N=C(N)N)cc1
 : -2	-0.8	3	1	-1	1	-5	-1	106	0
#58 Cc1sc2nc(C)n(/N=C/c3ccc(O)cc3O)c(=O)c2c1C
 : 6	0.4	6	-10	.	-9	-5	1	90	0
#59 CCCCN(C=O)c1c(CC)nc2ccc(C(=O)NCCN(C)C)cn12
 : 6	-2.5	-4	8	-7	-2	0	0	99	2
